Bioassay records: PubChem BioAssay, several laboratories
Tb hexokinase: T. brucei hexokinase 1 inhibition; recombinant TbHK1, G6PDH-coupled NADH A340; inhibition, % at 10 µM; 220,000 tested, 0.11% active;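 active = inhibition of 50% or more in the single-dose primary screen; inactive = inhibition below 50%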
FXIa inh: inhibitors of human coagulation factor XIa; P03951; purified FXIa, Boc-Glu-Ala-Arg-AMC fluorogenic substrate; inhibition, % at 5 µM; 220,000 tested, 0.14% active; AID 798;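 active = inhibition of at least 40%; inactive = inhibition below 40%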;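 also: fluorescence of freed AMC excited at 355 nm; 0% = enzyme without compound and 100% = no enzyme blank; many of its hits are not listed in these tables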
CHOP inhibitor: CHOP inhibition in unfolded protein response; CHO-K1 CHOP-promoter luciferase, tunicamycin-induced, 15-18 h; inhibition, % at 10 µM; 220,000 tested, 3.8% active; AID 2732;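 active = compounds that reduced the stress-induced luciferase reporter signal by more than about 70% of percent inhibition, limit read from the data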;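 also: 0% = tunicamycin plus vehicle and 100% = wells without tunicamycin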
EP2 antag: blocks the human prostaglandin E2 receptor EP2; 260,000 tested, 0.52% active; C6 glioma cells expressing human EP2, cAMP TR-FRET; cells stimulated with saturating PGE2; AID 1422; inhibition, % at 25 µM; P43116;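 active = percent inhibition above 40 after rounding to a whole number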;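 also: rat C6 glioma host cells with rolipram phosphodiesterase inhibitor present; the protocol text gives 20 µM as final concentration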
Target sequence (P43116 whole entry, looked up): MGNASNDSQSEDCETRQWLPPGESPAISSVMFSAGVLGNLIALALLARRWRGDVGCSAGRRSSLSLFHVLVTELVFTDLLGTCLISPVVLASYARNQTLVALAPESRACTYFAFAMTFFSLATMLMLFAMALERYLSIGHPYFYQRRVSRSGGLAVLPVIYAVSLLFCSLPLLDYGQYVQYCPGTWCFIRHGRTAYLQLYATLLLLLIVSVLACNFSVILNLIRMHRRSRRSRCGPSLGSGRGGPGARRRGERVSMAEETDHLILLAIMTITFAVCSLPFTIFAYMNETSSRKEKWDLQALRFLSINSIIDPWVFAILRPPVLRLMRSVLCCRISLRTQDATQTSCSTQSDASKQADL
FXIIa inh 1536: factor XIIa (human) inhibition; AID 800; P00748; 220,000 tested, 0.3% active; purified FXIIa, Boc-QGR-AMC fluorogenic substrate, 2 h; inhibition, % at 5 µM; in the data active = inhibition above about 40%;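 also: 0% = enzyme with no compound and 100% = blank without enzyme; many of its hits are not listed in these tables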
Target sequence (P00748 20-372 limits assumed): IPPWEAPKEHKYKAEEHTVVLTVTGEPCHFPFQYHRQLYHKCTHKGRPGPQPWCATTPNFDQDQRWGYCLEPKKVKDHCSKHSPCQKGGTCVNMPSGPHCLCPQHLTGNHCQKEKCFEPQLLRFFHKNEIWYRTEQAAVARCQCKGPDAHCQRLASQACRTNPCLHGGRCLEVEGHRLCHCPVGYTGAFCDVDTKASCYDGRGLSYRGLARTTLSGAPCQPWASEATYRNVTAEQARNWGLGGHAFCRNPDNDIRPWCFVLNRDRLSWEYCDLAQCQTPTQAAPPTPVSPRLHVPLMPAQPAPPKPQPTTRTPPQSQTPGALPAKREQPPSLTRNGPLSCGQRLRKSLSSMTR
Target sequence (P00748 373-615 limits assumed): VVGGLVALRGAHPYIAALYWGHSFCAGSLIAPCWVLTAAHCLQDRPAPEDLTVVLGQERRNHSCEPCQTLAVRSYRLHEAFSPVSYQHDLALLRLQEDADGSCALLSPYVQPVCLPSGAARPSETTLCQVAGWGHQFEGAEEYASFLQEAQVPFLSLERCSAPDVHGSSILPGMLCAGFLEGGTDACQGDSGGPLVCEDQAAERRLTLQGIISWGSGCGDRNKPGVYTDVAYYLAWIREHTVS
Wee1 degr inh: human Wee1 degradation inhibition, primary screen. HeLa Luc-Wee1K328M stability, luciferase luminescence; 100% = proteasome inhibitor MG132 effect. P30291. reporter increase, % at 5 µM. AID 1321. 220,000 tested, 1.2% active;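 active = activation above the mean of all tested compounds plus 3 SD, set per screening run, cut at about 8.8% in these data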;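 also: cells exposed to compound for 20 h before luminescence read; 0% = DMSO alone and 100% = MG132 at 30 µM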
L929 necroptosis: L929 zVAD cell death inhibition | L929 zVAD necroptosis rescue, ATP luminescence, 24 h; with zVAD 60 µM | viability rescue, % at 10 µM | 220,000 tested, 0.38% active;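 active = activation, scaled between plate controls, above about 75%, limit read from the data; inactive = activation under that limit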;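 also: 0% = zVAD with DMSO and 100% = DMSO alone without zVAD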
PPC-1+TRAIL kill: kills PPC-1 cancer cells in the presence of TRAIL; PPC-1 cells + TRAIL, ATPLite viability luminescence; cell killing (% activity), % at 4 µM; 220,000 tested, 0.41% active; AID 1443;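 active = cell killing above 50% in the first pass at 4 µM, then a duplicate retest at 5 µM averaging 50% or more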;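 also: plate controls were cells with TRAIL plus DMSO for no effect and medium-only wells lacking cells for full effect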
TNF death inh: inhibitors of TNF-alpha induced necroptosis in Jurkat FADD-/- cells; activation (protection from cell death), % at 10 µM; 220,000 tested, 0.068% active; Jurkat FADD-/- TNF necroptosis rescue, ATP luminescence, 24 h; 0 = TNF only, 100 = no-TNF cells;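 active = activation, meaning protection from cell death, of at least 50% relative to plate controls; inactive = activation below 50%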;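 also: necroptosis triggered by 40 ng/mL TNF-alpha added together with compound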
An asterisk follows results filed as active; & = joins results of further samples. An excerpt; count on the stated rates, not on these rows.

`COc1ccc(CNC(=O)c2noc(C)c2[N+](=O)[O-])cc1` gave Tb hexokinase 2, FXIa inh -6, CHOP inhibitor 22, EP2 antag 6, FXIIa inh 1536 -1, Wee1 degr inh -1, L929 necroptosis 0.2, PPC-1+TRAIL kill -2 and TNF death inh 0.0.
Screening CCN1CCN(C(=O)CN(CC)S(=O)(=O)c2ccc(Cl)cc2)CC1 returned Tb hexokinase -1, FXIa inh -16, CHOP inhibitor 24, EP2 antag 9, FXIIa inh 1536 -3, Wee1 degr inh -2, L929 necroptosis 0.6, PPC-1+TRAIL kill 14 and TNF death inh -0.3.
`C=CCn1c(SCC(=O)OCc2ccccc2)nc2c1c(=O)n(C)c(=O)n2C` gave Tb hexokinase 7, FXIa inh -6, CHOP inhibitor -1, EP2 antag 1&17, FXIIa inh 1536 -2, Wee1 degr inh 1, L929 necroptosis 1.1, PPC-1+TRAIL kill 6 and TNF death inh -0.1.
Screening O=C(/C=C/c1ccc(Br)cc1)NC(=S)NNC(=O)c1ccco1 returned Tb hexokinase -24, FXIa inh 3, CHOP inhibitor 76*, FXIIa inh 1536 6, Wee1 degr inh 1, L929 necroptosis -0.7, PPC-1+TRAIL kill 6 and TNF death inh -0.7.
For COc1ccc(C(O)c2nccn2Cc2ccccc2)cc1 (stereo unspecified) the results were Tb hexokinase 17, FXIa inh 6, CHOP inhibitor 15, EP2 antag 5, FXIIa inh 1536 12, Wee1 degr inh -4, L929 necroptosis -0.3, PPC-1+TRAIL kill 11 and TNF death inh 1.0.
`Cc1cc(Nc2ccc(F)cc2F)n2nc(C)nc2n1` gave Tb hexokinase -1, FXIa inh -4, CHOP inhibitor 0, EP2 antag 11, FXIIa inh 1536 2, Wee1 degr inh 2, L929 necroptosis 1.3, PPC-1+TRAIL kill 2 and TNF death inh 0.6.
Screening Cc1ccc(SCc2cn3cc(Cl)ccc3n2)cc1 returned Tb hexokinase -4, FXIa inh 4, CHOP inhibitor -30, EP2 antag 11, FXIIa inh 1536 6, Wee1 degr inh 2, L929 necroptosis 0.3, PPC-1+TRAIL kill 4 and TNF death inh 0.0.
Screening Cc1cc(C)cc(C(=O)NCC(=O)OC(C)C(=O)N(C)c2ccccc2)c1 (stereo unspecified) returned Tb hexokinase -4, FXIa inh 8, CHOP inhibitor 33, EP2 antag 8, FXIIa inh 1536 10, Wee1 degr inh 0, L929 necroptosis 2.3, PPC-1+TRAIL kill 16 and TNF death inh 1.4.
Cc1ccc(C(=O)N/N=C2\CCc3ccccc32)c(C)c1 was read as Tb hexokinase -7, FXIa inh 4, CHOP inhibitor 19, EP2 antag 2, FXIIa inh 1536 7, Wee1 degr inh 3, L929 necroptosis 1.1, PPC-1+TRAIL kill 24 and TNF death inh 0.2.
`Cc1c(NC(=O)C(C)OC(=O)CCc2ccccc2)c(=O)n(-c2ccccc2)n1C` (stereo unspecified) gave Tb hexokinase 3, FXIa inh 0, CHOP inhibitor -4, EP2 antag 4, FXIIa inh 1536 -3, Wee1 degr inh -1, L929 necroptosis 1.6, PPC-1+TRAIL kill -5 and TNF death inh 1.0.
For CNC(=S)NNC(=O)c1noc(C)c1C(=O)N1CCN(C(c2ccccc2)c2ccccc2)CC1 the results were Tb hexokinase 0, FXIa inh 0, CHOP inhibitor 9, EP2 antag 4, FXIIa inh 1536 11, Wee1 degr inh -2, L929 necroptosis -0.1, PPC-1+TRAIL kill 11 and TNF death inh 0.8.
Cc1ccc2c(C)nc(/N=C(\N)NC(=O)N3c4ccccc4Sc4ccccc43)nc2c1 was read as Tb hexokinase -13, FXIa inh 2, CHOP inhibitor 4, EP2 antag 6, FXIIa inh 1536 11, Wee1 degr inh -3, PPC-1+TRAIL kill 24 and TNF death inh -3.1.
O=C(Nc1ccccc1)N(Cc1cccs1)C1CCCC1 was read as Tb hexokinase 4, FXIa inh -9, CHOP inhibitor 4, EP2 antag 2, FXIIa inh 1536 -7, Wee1 degr inh 0, L929 necroptosis 0.1, PPC-1+TRAIL kill -27 and TNF death inh -0.8.
Screening Cc1nnc2n(-c3ccccc3)c(=O)c3c4c(sc3n12)CC(C)CC4 (stereo unspecified) returned Tb hexokinase -5, FXIa inh 8, CHOP inhibitor 47, EP2 antag 6, FXIIa inh 1536 14, Wee1 degr inh -1, L929 necroptosis -0.4, PPC-1+TRAIL kill 18 and TNF death inh -4.2.
`CCC(CC)C(=O)NCCN1CCN(C(=O)C(CC)CC)CC1` gave Tb hexokinase -6, FXIa inh 2, CHOP inhibitor 13, EP2 antag 9, FXIIa inh 1536 12, Wee1 degr inh -2, L929 necroptosis 0.1, PPC-1+TRAIL kill 18 and TNF death inh -0.4.
For CCCNC(=O)CN(CCc1ccccc1)S(C)(=O)=O the results were Tb hexokinase -3, FXIa inh -26, CHOP inhibitor -31, EP2 antag 4, FXIIa inh 1536 3, Wee1 degr inh -3, L929 necroptosis 0.2, PPC-1+TRAIL kill 8 and TNF death inh 2.0.
Screening O=C(NCC1CCCN(C(=O)CN2CCCCC2)C1)c1ccccc1Cl (stereo unspecified) returned Tb hexokinase -16, FXIa inh 3, CHOP inhibitor -6, EP2 antag 6, FXIIa inh 1536 11, Wee1 degr inh 1, L929 necroptosis 0.3, PPC-1+TRAIL kill 18 and TNF death inh -0.1.
For Cc1oc2c(c1C(=O)Nc1ccc(C(=O)O)cc1)CCCC2 the results were Tb hexokinase -2, FXIa inh 5, CHOP inhibitor 10, EP2 antag 5, FXIIa inh 1536 4, Wee1 degr inh 1, L929 necroptosis 0.1, PPC-1+TRAIL kill 18 and TNF death inh 0.2.
Cc1cc(C)c2nc(C(F)(F)F)nc(N3CC(C)OC(C)C3)c2c1 (stereo unspecified) was read as Tb hexokinase -6, FXIa inh 3, CHOP inhibitor 41, FXIIa inh 1536 14, Wee1 degr inh 2, L929 necroptosis 0.5, PPC-1+TRAIL kill 16 and TNF death inh -1.5.
C/C(=N/NC(=O)CN1CCN(Cc2ccccc2Cl)CC1)c1cccs1 was read as Tb hexokinase 4, FXIa inh 3, CHOP inhibitor 8, EP2 antag 9, FXIIa inh 1536 8, Wee1 degr inh 1, L929 necroptosis 0.8, PPC-1+TRAIL kill 3 and TNF death inh 3.1.
For CCN(CC)C(=O)c1sc(NC(=O)c2ccc(OC)c([N+](=O)[O-])c2)c(C#N)c1C the results were Tb hexokinase -25, FXIa inh -4, CHOP inhibitor 14, EP2 antag 0, FXIIa inh 1536 7, Wee1 degr inh 3, L929 necroptosis 0.2, PPC-1+TRAIL kill 1 and TNF death inh 1.6.
CCOC(=O)C1CCN(C(=O)c2c(-c3ccccc3)noc2C)CC1 was read as Tb hexokinase 0, FXIa inh -3, CHOP inhibitor 16, EP2 antag 8, FXIIa inh 1536 4, Wee1 degr inh -1, L929 necroptosis -0.1, PPC-1+TRAIL kill 8 and TNF death inh 1.0.
`O=P(O)(CP(=O)(c1ccccc1)c1ccccc1)c1ccccc1` gave Tb hexokinase 3, FXIa inh 4, CHOP inhibitor 26, EP2 antag 8, FXIIa inh 1536 14, Wee1 degr inh -1, L929 necroptosis 1.6, PPC-1+TRAIL kill 22 and TNF death inh -1.4.
Screening C/C(CC(C)C)=N\NS(=O)(=O)c1ccc(C)c([N+](=O)[O-])c1 returned Tb hexokinase 0, FXIa inh 1, CHOP inhibitor -3, EP2 antag 8, FXIIa inh 1536 4, Wee1 degr inh 4, L929 necroptosis 1.2, PPC-1+TRAIL kill -8 and TNF death inh 0.6.
`CCOC(=O)c1c(C)[nH]c(C)c1C(=O)COC(=O)c1nc2nccc(C)n2n1` gave Tb hexokinase -5, FXIa inh -4, CHOP inhibitor 5, EP2 antag 4, FXIIa inh 1536 4, Wee1 degr inh -2, L929 necroptosis 1.7, PPC-1+TRAIL kill 8 and TNF death inh 1.0.
For O=C(COc1ccccc1)NCc1nnc(SCC(=O)Nc2nccs2)n1-c1ccccc1 the results were Tb hexokinase -6, FXIa inh 3, CHOP inhibitor 39, EP2 antag 5, FXIIa inh 1536 12, Wee1 degr inh -1, L929 necroptosis 0.4, PPC-1+TRAIL kill -5 and TNF death inh -0.5.
Cc1ccc(-n2nnnc2-c2cnc3cc4c(cc3c2C)OCO4)cc1 was read as Tb hexokinase -22, FXIa inh 6, CHOP inhibitor 32, EP2 antag 15, FXIIa inh 1536 15, Wee1 degr inh 0, L929 necroptosis 1.2, PPC-1+TRAIL kill 21 and TNF death inh 0.7.
Cc1ccc(-c2nc(CS(=O)CC(=O)NC3CCC(C)CC3)c(C)o2)cc1 (stereo unspecified) was read as Tb hexokinase -1, FXIa inh -1, CHOP inhibitor 56, EP2 antag 7, FXIIa inh 1536 5, Wee1 degr inh 4, L929 necroptosis 2.2, PPC-1+TRAIL kill -6 and TNF death inh -1.8.
`Nc1nonc1C(=O)NCCNC(=O)c1cccs1` gave Tb hexokinase 0, FXIa inh -8, CHOP inhibitor -38, EP2 antag -8, FXIIa inh 1536 1, Wee1 degr inh 5, L929 necroptosis 1.2, PPC-1+TRAIL kill 29 and TNF death inh -1.1.
Screening O=C(C1=C[C@H](c2coc3ccccc3c2=O)C[C@H](OCCCCO)O1)N1CCOCC1 returned Tb hexokinase -7, FXIa inh 0, CHOP inhibitor -6, EP2 antag 1, FXIIa inh 1536 9, Wee1 degr inh 1, L929 necroptosis -0.5, PPC-1+TRAIL kill -3 and TNF death inh -0.8.
Nc1c(C(=O)NCc2ccccc2)nnn1Cc1ccc(F)cc1 was read as Tb hexokinase 1, FXIa inh -4, CHOP inhibitor 10, EP2 antag 6, FXIIa inh 1536 3, Wee1 degr inh 0, L929 necroptosis 0.4, PPC-1+TRAIL kill 9 and TNF death inh 2.7.
Screening O=C(NCCCN1CCCCCC1)c1ccc(N2CCCC2=O)cc1 returned Tb hexokinase 1, FXIa inh -10, CHOP inhibitor -13, EP2 antag 5, FXIIa inh 1536 0, Wee1 degr inh 2, L929 necroptosis 0.2, PPC-1+TRAIL kill -3 and TNF death inh 0.8.
For CC(C)NC(=O)NNC(=O)Cn1nnc(-c2cccc(Cl)c2Cl)n1 the results were Tb hexokinase -5, FXIa inh 4, CHOP inhibitor 4, EP2 antag 3, FXIIa inh 1536 10, Wee1 degr inh -1, L929 necroptosis 1.1, PPC-1+TRAIL kill 0 and TNF death inh 0.1.

Ordered by molar mass (low to high): four of the compounds above
Nc1c(C(=O)NCc2ccccc2)nnn1Cc1ccc(F)cc1 was read as Tb hexokinase 1, FXIa inh -4, CHOP inhibitor 10, EP2 antag 6, FXIIa inh 1536 3, Wee1 degr inh 0, L929 necroptosis 0.4, PPC-1+TRAIL kill 9 and TNF death inh 2.7.
CCOC(=O)C1CCN(C(=O)c2c(-c3ccccc3)noc2C)CC1 was read as Tb hexokinase 0, FXIa inh -3, CHOP inhibitor 16, EP2 antag 8, FXIIa inh 1536 4, Wee1 degr inh -1, L929 necroptosis -0.1, PPC-1+TRAIL kill 8 and TNF death inh 1.0.
`O=P(O)(CP(=O)(c1ccccc1)c1ccccc1)c1ccccc1` gave Tb hexokinase 3, FXIa inh 4, CHOP inhibitor 26, EP2 antag 8, FXIIa inh 1536 14, Wee1 degr inh -1, L929 necroptosis 1.6, PPC-1+TRAIL kill 22 and TNF death inh -1.4.
Screening O=C(C1=C[C@H](c2coc3ccccc3c2=O)C[C@H](OCCCCO)O1)N1CCOCC1 returned Tb hexokinase -7, FXIa inh 0, CHOP inhibitor -6, EP2 antag 1, FXIIa inh 1536 9, Wee1 degr inh 1, L929 necroptosis -0.5, PPC-1+TRAIL kill -3 and TNF death inh -0.8.
